# rTrxR1 inhibitor = blocks rat thioredoxin reductase 1. actives 1% (n = 390,000). AID 588453. recombinant rTrxR1, NADPH fluorescence consumption, selenite substrate. O89049. Potency, µM (doses to about 114 µM), inactives show top-dose activity change, negative = inhibition, usual class: inhibitors; further: on the % scale 0 is the no-effect control and ±100 the full control effect; nearly all actives have a fitted effect of over 65% in size
#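 Rat TrxR1 (90 nM in the dispensed reagent) was pre-reduced with 400 uM NADPH for 5 min at room temperature, then incubated with compound for 15 min. After 400 uM selenite was added, NADPH fluorescence (Ex 340/Em 450 nm) was followed for 8 min.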
# TrxR1 substrate = rat thioredoxin reductase 1 substrate activity; O89049; purified TrxR1 substrate turnover, NADPH consumption readout; Potency, µM (highest dose often 114 µM), for the others: at the top dose activity change, negative = substrate turnover; actives 0.01% (n = 390,000); further: on the % scale 0 is the no-effect control and ±100 the full control effect; nearly all actives have a fitted effect of over 50% in size
#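 Rat TrxR1, dispensed at 90 nM, was prereduced with 400 uM NADPH (final) for 5 min at ~22 deg C, then incubated with compound 15 min before 400 uM selenite. A first-read NADPH fluorescence drop versus no-compound background flagged substrates.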
# RGS4 inhibitor = human RGS4 inhibition; Transcreener GDP fluorescence polarization, RGS4-accelerated GTP hydrolysis; Potency, µM (top dose mostly 114 µM), without a hit: at the top dose activity change, negative = inhibition, most hits filed as inhibitors; actives 0.039% (n = 390,000); further: on the % scale 0 is the no-effect control and ±100 the full control effect; nearly all actives have a fitted effect of over 75% in size; some results filed as inactive show a strong effect at the top dose
# Target sequence (P49798 whole entry, looked up): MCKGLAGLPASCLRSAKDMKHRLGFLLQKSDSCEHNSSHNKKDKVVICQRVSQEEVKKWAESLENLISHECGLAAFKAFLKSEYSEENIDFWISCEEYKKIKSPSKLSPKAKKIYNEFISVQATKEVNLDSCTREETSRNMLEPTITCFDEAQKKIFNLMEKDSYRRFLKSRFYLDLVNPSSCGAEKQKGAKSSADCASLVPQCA
#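 MLSMR compounds (23 nl, pin-transferred) preincubated 10 min at room temperature with a 500nM (2x) first reagent, then RGS4 at 900nM (2x) plus Transcreener GDP mix added; fluorescence polarization (620/688 nm) read before and after 90 min at 30 °C.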
# ALOX12 inh = ALOX12 (human) lipoxygenase inhibition | Potency, µM (doses to about 108 µM), for the others: top-dose activity change, negative = inhibition, usual class: inhibitors | P18054 | actives 1.1% (n = 580,000) | purified 12hLO, xylenol orange hydroperoxide absorbance; further: on the % scale 0 is the no-effect control and ±100 the full control effect
#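 Purified human 12hLO at 150 nM in 25 mM Hepes, 0.01% Triton X-100, pH 7.0, preincubated 15 min at room temperature with compound. Reaction started with 40 uM arachidonic acid, 30 min at room temperature. Hydroperoxide measured by Fe-xylenol orange, 573/405 nm absorbance ratio.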
# RXFP1 agonist = RXFP1 (human) receptor agonism; HEK293T-RXFP1 cAMP TR-FRET, 30 min; response scale: percent of porcine relaxin response, buffer zero; Potency, µM (top dose mostly 57.5 µM), for inactives: at the top dose activation, most hits filed as activators; actives 0.3% (n = 370,000); AID 2676; further: on the % scale 0 is the no-effect control and ±100 the full control effect; nearly all actives have a fitted effect of over 60% in size; many of its hits are not listed in these tables
#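 cAMP rise read by TR-FRET after 30 min, 37C compound exposure (up to 58 uM) in RXFP1-transfected HEK293 cells with Ro 20174 present. EC50 from Hill-equation fits, with 29 nM porcine relaxin as 100% and buffer as basal.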
# Vif-A3G inh = Vif-A3G binding inhibition | Q9HC16 | HeLa A3G-eYFP + Vif (tagged APOBEC3G with the HIV-1 protein that degrades it), YFP fluorescence, overnight | Potency, µM (top dose mostly 46.1 µM), for inactives: at the top dose activity, negative = active, hits mostly inhibitors | actives 0.076% (n = 410,000);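 further: on the % scale 0 is the no-effect control and ±100 the full control effect; nearly all actives have a fitted effect of over 60% in size; hits raise eYFP signal because A3G escapes Vif-driven loss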
#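 HeLa cells stably expressing Vif and C-terminally eYFP-tagged A3G, seeded overnight at 37 deg C, then exposed to compound by pintool overnight at 37 deg C. Rise in yellow fluorescence (Ex 488/Em 500-530, Acumen) marks blocked Vif-driven A3G degradation.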
# USP1 inh = blocks the human USP1/UAF1 deubiquitinase complex. actives 0.23% (n = 390,000). O94782. AID 743255. Potency, µM (doses to about 57.1 µM), for inactives: at the highest dose activity change, negative = inhibition, usual class: inhibitors. recombinant USP1/UAF1, Ub-Rhodamine cleavage fluorescence; further: on the % scale 0 is the no-effect control and ±100 the full control effect; nearly all actives have a fitted effect of over 60% in size; inactives centre near -12
# Target sequence (O94782 whole entry, looked up): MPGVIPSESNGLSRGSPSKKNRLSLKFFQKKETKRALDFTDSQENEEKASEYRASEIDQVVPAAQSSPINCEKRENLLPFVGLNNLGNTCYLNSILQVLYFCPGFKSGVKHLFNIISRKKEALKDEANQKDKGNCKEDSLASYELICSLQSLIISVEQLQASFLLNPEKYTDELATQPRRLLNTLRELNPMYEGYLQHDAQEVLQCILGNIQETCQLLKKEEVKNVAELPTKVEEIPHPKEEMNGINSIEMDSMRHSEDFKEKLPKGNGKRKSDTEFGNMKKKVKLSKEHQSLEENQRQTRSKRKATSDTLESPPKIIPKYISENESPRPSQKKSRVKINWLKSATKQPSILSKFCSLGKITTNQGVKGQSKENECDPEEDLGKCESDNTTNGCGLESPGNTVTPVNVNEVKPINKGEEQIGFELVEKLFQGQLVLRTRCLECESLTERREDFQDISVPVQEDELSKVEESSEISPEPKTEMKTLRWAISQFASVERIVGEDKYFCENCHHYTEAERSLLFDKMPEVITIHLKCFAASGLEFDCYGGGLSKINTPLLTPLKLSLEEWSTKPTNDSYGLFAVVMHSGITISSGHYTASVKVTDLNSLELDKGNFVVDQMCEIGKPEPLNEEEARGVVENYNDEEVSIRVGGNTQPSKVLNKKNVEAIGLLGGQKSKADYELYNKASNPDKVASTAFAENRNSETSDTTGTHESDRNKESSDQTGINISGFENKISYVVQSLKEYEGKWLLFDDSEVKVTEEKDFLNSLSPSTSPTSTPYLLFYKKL
#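 1 nM enzyme complex + cpd, 15 min RT; start with Ub-Rho 150nM final; kinetic fluorescence ex 480/em 540, 6 reads q60 s. Buffer 50mM HEPES pH 7.8, 0.5mM EDTA, 0.1 mg/ml BSA, 1mM TCEP, 0.01% Tween-20.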
# Vif-APOBEC3F blk = blocks the Vif interaction with APOBEC3F; HeLa A3F-eYFP + Vif (tagged APOBEC3F with the HIV-1 protein that degrades it), YFP fluorescence increase; Potency, µM (highest dose often 46.1 µM), without a hit: top-dose activity, negative = active; actives 0.2% (n = 390,000); AID 602313; further: % of control where 0% means no effect; nearly all actives have a fitted effect of over 65% in size
#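 HeLa cells stably expressing A3F-eYFP plus Vif, plated and incubated overnight at 37 deg C, then exposed to compounds overnight at 37 deg C. Blocked degradation read as raised yellow fluorescence (Ex 488/Em 500-530).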
# mIDH1 inhibitor = blocks human mutant IDH1 R132H enzyme | Potency, µM (top dose mostly 76.6 µM), without a hit: at the top dose activity change, negative = inhibition, hits mostly inhibitors | actives 0.093% (n = 390,000) | IDH1-R132H enzyme, NADPH consumption, diaphorase/resazurin fluorescence; further: on the % scale 0 is the no-effect control and ±100 the full control effect; nearly all actives have a fitted effect of over 65% in size
#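 IDH1-R132H (0.5 ug/mL) preincubated 30 min with compound, then NADPH (0.016 mM) and alpha-KG (2 mM) added; 80 min at RT, pH 7.5. Remaining NADPH coupled via diaphorase/resazurin to fluorescence (540/590 nm); concentration-response curves normalized to no-enzyme control.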
# * marks the source's active call; other numbers are inactive results; u = inconclusive; x = no result given; [ ] = dose if it differs, or a comment. The call rests on the fitted dose curve; in most records, active means well fitted curve in the direction sought with a large enough effect; inconclusive means small, poorly fitted or top-dose-only effect, or another doubt; inactive means no such curve, though single readings can be large; an effect the other way counts as inactive or inconclusive. Potency means the concentration at half of the fitted maximal effect. This is a subset; rates above refer to the full screens.
no. | Molecule | rTrxR1 inhibitor | TrxR1 substrate | RGS4 inhibitor | ALOX12 inh | RXFP1 agonist | Vif-A3G inh | USP1 inh | Vif-APOBEC3F blk | mIDH1 inhibitor
1 | CC(C)=CCCC1=CCC(/C(C)=N/NC(N)=O)CC1 (stereo not given) | -8% | -8% | 16% | 17% | 3.1% | 0% | -25% | -3% | 6%
2 | COc1ccc(C2c3c(ncn(CCCO)c3=N)Oc3ccc4ccccc4c32)cc1OC (stereo not given) | 6%[11.4 µM] | -17% | -18% | u | -0.3% | -30% | 2% | -42% | -1%
3 | COc1ccccc1CC(=O)Nc1ccon1 | 52%[2.29 µM] | -3% | 14% | 27% | -2.7% | 1% | 4% | -12% | -2%
4 | CCc1cccc(NC(=O)c2cc(OC)c(OC)c(OC)c2)c1 | 24%[57.1 µM] | -2%[57.1 µM] | 10% | 10% | 1.8% | 0% | -1% | -11% | 2%
5 | CC(=O)c1c(C(C)=O)c(C)n(-c2ccc(O)cc2)c1C | -1% | -8% | -17% | -14% | 2.3% | 1% | -8% | 6% | 7%
6 | CC(C)=CCc1c(O)cc(O)c2c(=O)c(O[C@@H]3O[C@@H](C)[C@H](O)[C@@H](O)[C@H]3O)c(-c3ccc(O)cc3)oc12 | -11% | -4% | -8% | x | x | -3% | -3% | 4% | -15%
7 | CC(C)(C)OC(=O)N/N=C\c1ccc(OC(=O)c2cccs2)cc1 | -7% | -11% | 20% | -13% | 0.9% | -1% | -2% | 2% | 5%
8 | COc1ccc(S(=O)(=O)NC(C)C(=O)NCc2cccnc2)cc1OC (stereo not given) | 2%[57.1 µM] | 6%[57.1 µM] | -9% | 5% | 1.6% | 0% | -7% | 5% | 3%

# Ordered by SMILES length (lowest first): some entries from above
no. | Molecule | rTrxR1 inhibitor | TrxR1 substrate | RGS4 inhibitor | ALOX12 inh | RXFP1 agonist | Vif-A3G inh | USP1 inh | Vif-APOBEC3F blk | mIDH1 inhibitor
1 | CC(C)=CCCC1=CCC(/C(C)=N/NC(N)=O)CC1 (stereo not given) | -8% | -8% | 16% | 17% | 3.1% | 0% | -25% | -3% | 6%
4 | CCc1cccc(NC(=O)c2cc(OC)c(OC)c(OC)c2)c1 | 24%[57.1 µM] | -2%[57.1 µM] | 10% | 10% | 1.8% | 0% | -1% | -11% | 2%
5 | CC(=O)c1c(C(C)=O)c(C)n(-c2ccc(O)cc2)c1C | -1% | -8% | -17% | -14% | 2.3% | 1% | -8% | 6% | 7%
6 | CC(C)=CCc1c(O)cc(O)c2c(=O)c(O[C@@H]3O[C@@H](C)[C@H](O)[C@@H](O)[C@H]3O)c(-c3ccc(O)cc3)oc12 | -11% | -4% | -8% | x | x | -3% | -3% | 4% | -15%

# Next section.
no. | Molecule | rTrxR1 inhibitor | TrxR1 substrate | RGS4 inhibitor | ALOX12 inh | RXFP1 agonist | Vif-A3G inh | USP1 inh | Vif-APOBEC3F blk | mIDH1 inhibitor
9 | O=C(Nc1ccc(Cl)c(Cl)c1)Nc1ccccc1C(=O)O | 48%[activator] | 68%[activator] | -6% | -7% | 0.4% | -5% | -23% | 9% | 2%
10 | COC(=O)c1ccccc1NC(=O)c1cc(-c2ccco2)on1 | 10% | 0% | 10% | -19% | 3.9% | 0% | 2% | 1% | -2%
11 | O=c1[nH]c2cc(S(=O)(=O)CCO)ccc2o1 | 2% | -6% | 8% | -9% | 0.2% | 0% | -14% | -3% | 7%
12 | Cc1nc(-c2ccccn2)nc(SCC(=O)N2CCOCC2)c1Cl | 20% | -1% | -17% | -15% | 17% | 1% | 0% | 3% | 4%
13 | CCc1nnc(NC(=O)CSc2ncnc3c2cnn3-c2ccc(OC)cc2)s1 | 27% | 10% | -15% | 4% | 0.4% | -2% | 0% | -4% | 2%
14 | Cc1ccc(S(=O)(=O)N2CCC(C(=O)NCCCN3CCOCC3)CC2)cc1C | 3%[57.1 µM] | 1%[57.1 µM] | 2% | -1% | -0.4% | 1% | -14% | -14% | 6%
15 | COc1cc(S(=O)(=O)N2CCOCC2)ccc1NC(=O)COC(=O)CC12CC3CC(CC(C3)C1)C2 | 21% | 6% | -9% | -1% | 0.5% | -1% | -13% | -9% | 4%
16 | CCc1nnc(SCC(=O)Nc2ccc3c(c2)OCO3)o1 | 4% | 5%[2.29 µM] | 30% | 0% | 1.8% | 4% | -13% | x | 2%
17 | O=C(COc1ccccc1)OCc1csc(Nc2ccccc2)n1 | -11% | -12% | 6% | 10% | -0.6% | -2% | -19% | 9% | 0%
18 | COc1ccc(C(=O)Nc2c3c(nn2-c2ccc([N+](=O)[O-])cc2)CS(=O)(=O)C3)cc1 | -14% | -12% | 7% | -6% | 2.5% | -7% | -29% | 1% | -3%
19 | CCOC(=O)/C(C#N)=C1/C=CN(c2ccccc2)C=N1 | -21% | -7%[57.1 µM] | -27% | -14% | 4.0% | -3% | -4% | 0% | 2%
20 | COCCNc1ccc(-c2nc(-c3cccc(C)c3)no2)cc1[N+](=O)[O-] | -4% | -14% | -4% | -10% | -0.6% | 1% | -13% | -4% | -1%
21 | CCCCc1nc(N2CCN(C(=O)c3ccco3)CC2)c(C#N)c2c1CCCC2 | 14%[57.1 µM] | 12%[57.1 µM] | -28%[56.9 µM] | -3% | -0.6% | -17% | -14% | -8% | -30%
22 | Cc1onc(-c2ccccc2)c1C(=O)c1c[nH]c(C(=O)NCCCN2CCOCC2)c1 | 17%[57.1 µM] | -5%[57.1 µM] | 9% | 43%[activator] | 0.0% | -1% | 3% | -10% | 3%
23 | Cc1csc(=O)n1CCC(=O)OCC(=O)Nc1ccc(S(N)(=O)=O)cc1 | 19% | 3% | 15% | 0% | 0.9% | 3% | -16% | -2% | 5%
24 | CCOC(=O)c1c(-c2ccccc2)csc1NC(=O)COc1ccc2c(C)cc(=O)oc2c1 | 19% | 5% | u | -2% | 4.4% | -2% | -17% | 2% | 2%
25 | NC1=NC(=O)/C(=C/c2ccc(Cl)cc2Cl)S1 | 28% | 8% | -17%[56.9 µM] | 0% | 1.1% | -10% | -23% | 2% | -7%
26 | O=C(NCCCN1CCOCC1)c1ccccc1-c1ccccc1 | -15% | -5% | 24% | 0% | 1.9% | -1% | -4% | -4% | 12%
27 | O=C(Nc1cc(Cl)ccc1Cl)c1cc(S(=O)(=O)N2CCc3ccccc3C2)ccc1F | 2%[57.1 µM] | -1%[57.1 µM] | 3% | 4% | 1.7% | 2% | -14% | -9% | -2%
28 | C[C@@]12C(=O)N(c3cccc(Cl)c3)C(=O)N1[C@H](c1ccc(Cl)cc1)[C@@H]1C(=O)N(C3CCCCC3)C(=O)[C@@H]12 | 4%[57.1 µM] | -10% | 12% | -9% | 1.6% | -5% | -11% | 6% | -12%
29 | COc1c(-c2ccc([N+](=O)[O-])cc2[N+](=O)[O-])c(=O)n(C)c(=O)n1C | 13% | 2% | 1% | -55% | 15% | 2% | -23% | 13% | 0%
30 | O=C(Cn1cnc2cc([N+](=O)[O-])ccc2c1=O)Nc1ccc2c(c1)OCO2 | 14% | -4% | -17% | u | 7.4% | 3% | -15% | 4% | -1%
31 | CC1CCC2(CC1)NC(=O)N(CC(=O)NCc1cccs1)C2=O (stereo not given) | -6% | -6% | 7% | 23% | 1.5% | -3% | -3% | -16% | -3%
32 | CCC(=O)N1CCN(CCN=CC2=C(O)CC(c3ccc(OC)cc3)CC2=O)CC1 (stereo not given) | -13% | 2% | u | 11% | 0.1% | 0% | -2% | 4% | 6%
33 | Nc1ccc(C(=O)OCC(=O)N2CCc3ccccc3C2)cc1[N+](=O)[O-] | 4% | -12% | 12% | 6% | 0.2% | -5% | -11% | -12% | 4%
34 | COC(=O)[C@@H](Cc1c[nH]c2ccccc12)NC(=O)c1cc(=O)[nH]c2ccccc12 | 14% | 2% | -11% | 7% | -3.9% | 2% | -19% | 9% | 8%
35 | Cc1sc(NC(=O)CCl)c(C(=O)c2ccccc2)c1C | u | 2% | -42% | u | -0.6% | -23% | -24% | 3% | -10%
36 | CC(C)(C)c1ccc(C(=O)OC/C(O)=C(\C#N)c2nc3ccccc3s2)cc1 | -5% | -1% | -25% | -2% | 0.9% | -1% | -14% | -23% | 3%
37 | COc1ccc(Nc2nnc(SCC(=O)N3CCCC3)s2)cc1 | 2%[57.1 µM] | 4%[57.1 µM] | 57%[activator] | 0% | 1.0% | -6% | -19% | 6% | 1%
38 | CCCCc1nc2cc(C(=O)N3CCN(c4cnccn4)CC3)ccc2o1 | 6% | 6% | 2% | 5% | 3.1% | 0% | -7% | -7% | 2%
39 | Cc1ccc(S(=O)(=O)Nc2cc(S(=O)(=O)N3CCOCC3)ccc2NCC2CCCO2)cc1 (stereo not given) | 2% | 2% | -25% | 0% | -0.6% | 1% | -5% | -12% | -4%
40 | CC(C)CCNC(=O)c1c[nH]c2ccc(S(=O)(=O)N3CCC4(CC3)OCCO4)cc2c1=O | 2% | 1% | 6% | 2% | 2.6% | -2% | -3% | 7% | -2%
41 | O=C(NCCN1CCOCC1)C1CC(=O)N(c2ccc(Cl)cc2)C1 (stereo not given) | -4% | -1% | -4% | -18% | -0.3% | 4% | -13% | 4% | 0%
42 | COc1ccc(NC(=O)c2c(Nc3ccccc3)sc(C(=O)c3ccc(F)cc3)c2N)cc1 | -5% | 5% | u | 0% | 0.0% | -16% | -15% | -11% | -5%
